Assay outcomes from PubChem.
USP1 inh – Inhibitors of USP1/UAF1: Primary Screen; recombinant USP1/UAF1, Ub-Rhodamine cleavage fluorescence; Potency, µM (doses to about 57.1 µM), inactives show at the top dose activity change, negative = inhibition, hits mostly inhibitors; 0.23% of 390,000 active; AID 743255, 2014; further: potency means the concentration at half of the fitted maximal effect; on the % scale 0 is the no-effect control and ±100 the full control effect; nearly all actives have a fitted effect of over 60% in size; inactives centre near -12
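1 nM enzyme complex + cpd, 15 min RT; start with Ub-Rho 150nM final; kinetic fluorescence ex 480/em 540, 6 reads q60 s. Buffer 50mM HEPES pH 7.8, 0.5mM EDTA, 0.1 mg/ml BSA, 1mM TCEP, 0.01% Tween-20.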
TRHR enhancer – qHTS for Small Molecule Agonists and Allosteric Enhancers of Human TRH Receptor: Primary Screen for Enhancers. Thyrotropin-releasing hormone receptor (Homo sapiens), P34981. TRHR cells, fluo-8 calcium fluorescence, EC20 TRH enhancement. enhancement, % at 2 µM. 0.66% of 360,000 active. AID 493056, 2011; in the data active means enhancement above about 30%; further: 0% is about no effect
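Enhancer read-out: after compound pinning and an initial kinetic agonist-mode read, an EC20 of TRH (10 nM final) was injected and fluo-8 calcium signal (Ex 480/Em 530) followed at 1 s/cycle for 100 cycles in TRHR-expressing cells.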
mIDH1 inhibitor – qHTS for Inhibitors of mutant isocitrate dehydrogenase 1 (IDH1): qHTS | Isocitrate dehydrogenase [NADP] cytoplasmic (Homo sapiens), O75874 | IDH1-R132H enzyme, NADPH consumption, diaphorase/resazurin fluorescence | AID 602179, 2012 | 0.093% of 390,000 active | Potency, µM (doses to about 76.6 µM), without a hit: top-dose activity change, negative = inhibition, actives largely listed as inhibitors; further: potency means the concentration at half of the fitted maximal effect; on the % scale 0 is the no-effect control and ±100 the full control effect; nearly all actives have a fitted effect of over 65% in size
Target sequence (O75874 whole entry R132H, stated change not applied): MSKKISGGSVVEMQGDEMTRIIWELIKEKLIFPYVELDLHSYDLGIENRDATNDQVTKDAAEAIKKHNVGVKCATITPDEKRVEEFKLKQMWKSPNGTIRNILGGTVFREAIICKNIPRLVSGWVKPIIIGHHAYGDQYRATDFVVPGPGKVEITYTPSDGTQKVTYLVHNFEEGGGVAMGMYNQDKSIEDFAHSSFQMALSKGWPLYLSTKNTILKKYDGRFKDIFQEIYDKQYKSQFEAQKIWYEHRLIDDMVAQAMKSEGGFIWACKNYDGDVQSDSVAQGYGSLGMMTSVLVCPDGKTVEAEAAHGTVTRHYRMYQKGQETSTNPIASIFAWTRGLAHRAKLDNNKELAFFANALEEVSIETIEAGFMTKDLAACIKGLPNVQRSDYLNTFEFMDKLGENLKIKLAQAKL
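IDH1-R132H (0.5 ug/mL dispensed) in pH 7.5 Tris buffer was preincubated 30 min with compound, then given a substrate mix of 0.016 mM NADPH and 2 mM alpha-KG for 80 min at room temperature; remaining NADPH was read by diaphorase/resazurin fluorescence.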
TRHR agonist – qHTS for Small Molecule Agonists and Allosteric Enhancers of Human TRH Receptor: Primary Screen for Agonists; Thyrotropin-releasing hormone receptor (Homo sapiens), P34981; TRHR cells, calcium flux fluo-8, FDSS agonist mode; activation, % at 2 µM; 0.18% of 360,000 active; AID 493084, 2011; in the data active means activation above about 30%; further: 0% is about no effect
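Agonist-mode FDSS calcium read (Ex 480/Em 530, 1 s cycles) in 1536-well TRHR cells with fluo-8 dye, after 10-cycle baseline and 23 nL compound addition; TRH at EC20 (10 nM final) added afterwards for the enhancer phase.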
rTrxR1 inhibitor – qHTS Assay for Inhibitors of Mammalian Selenoprotein Thioredoxin Reductase 1 (TrxR1): qHTS | recombinant rTrxR1, NADPH fluorescence consumption, selenite substrate | Potency, µM (series often up to 114 µM), without a hit: top-dose activity change, negative = inhibition, hits mostly inhibitors | AID 588453, 2011 | 1% of 390,000 active | Thioredoxin reductase 1, cytoplasmic (Rattus norvegicus), O89049; further: potency means the concentration at half of the fitted maximal effect; on the % scale 0 is the no-effect control and ±100 the full control effect; nearly all actives have a fitted effect of over 65% in size
Target sequence (O89049 whole entry, looked up): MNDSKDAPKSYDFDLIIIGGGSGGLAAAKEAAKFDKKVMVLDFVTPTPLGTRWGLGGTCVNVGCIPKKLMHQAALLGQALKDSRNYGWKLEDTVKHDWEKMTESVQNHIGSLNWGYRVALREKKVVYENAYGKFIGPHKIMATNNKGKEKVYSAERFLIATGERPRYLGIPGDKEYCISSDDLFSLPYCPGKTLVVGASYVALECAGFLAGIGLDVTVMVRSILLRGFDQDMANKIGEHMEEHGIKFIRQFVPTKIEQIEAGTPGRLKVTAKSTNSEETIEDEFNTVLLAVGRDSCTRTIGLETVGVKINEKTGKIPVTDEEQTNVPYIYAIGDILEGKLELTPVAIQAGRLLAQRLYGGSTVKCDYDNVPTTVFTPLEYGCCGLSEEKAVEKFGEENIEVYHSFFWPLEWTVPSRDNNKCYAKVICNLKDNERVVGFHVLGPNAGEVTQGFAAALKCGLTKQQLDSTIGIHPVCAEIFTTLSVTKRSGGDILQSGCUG
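Rat TrxR1 (90 nM in the dispensed reagent) was pre-reduced with 400 uM NADPH for 5 min at room temperature, then incubated with compound for 15 min. After 400 uM selenite was added, NADPH fluorescence (Ex 340/Em 450 nm) was followed for 8 min.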
D2 agonist – HTS Assay for Allosteric Agonists of the Human D2 Dopamine Receptor: Primary Screen for Agonists | 0.53% of 340,000 active | activation, % at 2 µM | HEK293 T-REx D2 cells, calcium flux agonist mode | AID 485358, 2010 | D(2) dopamine receptor (Homo sapiens), P14416;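 active means activation over 3 SD above normal in the single-dose calcium agonist read, cut at about 30% in these data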; further: 0% is about no effect
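In this primary screen, compounds producing a positive calcium signal within 180 s of addition to tetracycline-induced, force-coupled HEK293 Trex D2 cells are flagged; cells are dye-loaded with a no-wash calcium kit beforehand.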
D2 antag – HTS Assay for Allosteric Antagonists of the Human D2 Dopamine Receptor: Primary Screen for Antagonists; D(2) dopamine receptor (Homo sapiens), P14416; 2% of 340,000 active; AID 485344, 2010; inhibition, % at 10 µM; HEK293 TREx D2 cells, calcium flux, dopamine EC80; in the data active means inhibition above about 30%; further: 0% is about no effect
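Calcium mobilization kinetics were recorded at 1 s intervals in tetracycline-induced HEK293 T-REx D2 cells, first for 180 s after compound addition and then 180 s after EC80 dopamine.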
PI4K2A inh – qHTS for small molecular inhibitors of PI4K2A; 0.13% of 420,000 active; activity change, negative = inhibition, % at 76.9 µM; Phosphatidylinositol 4-kinase type 2-alpha (Homo sapiens), Q9BTU6; purified PI4K2A, ADP-Glo luminescence, 1 h; stronger effect = lower value; in the data active means activity change below about -50%; inconclusive means mostly about -30% to -49%;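 further: -100% = wells without enzyme as full effect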
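PI4K2A activity was measured by ADP-Glo luminescence: enzyme (4 ug/mL stock) and phosphatidylinositol (1.2 mM stock) in Tris pH 7.5/MgCl2/EGTA/Triton X-100 buffer were reacted with ATP (300 microM stock) for one hour at ambient temperature.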
TrxR1 substrate – qHTS Assay for Substrates of Mammalian Selenoprotein Thioredoxin Reductase 1 (TrxR1): qHTS. Potency, µM (highest dose often 114 µM), for inactives: top-dose activity change, negative = substrate turnover. 0.01% of 390,000 active. purified TrxR1 substrate turnover, NADPH consumption readout; further: potency means the concentration at half of the fitted maximal effect; on the % scale 0 is the no-effect control and ±100 the full control effect; nearly all actives have a fitted effect of over 50% in size
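Rat TrxR1, dispensed at 90 nM, was prereduced with 400 uM NADPH (final) for 5 min at ~22 deg C, then incubated with compound 15 min before 400 uM selenite. A first-read NADPH fluorescence drop versus no-compound background flagged substrates.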
* marks the source's active call; other numbers are inactive results; ? = inconclusive; nt = not tested or not shown; & = joins results of further samples; [ ] = dose if it differs, or a comment. Unless noted, the call rests on the fitted dose curve; in most records, active means well fitted inhibition curve with a large enough effect; inconclusive means small, poorly fitted or top-dose-only effect; inactive means no such curve, though single readings can be large or run the other way.

Short forms: A = USP1 inh; B = TRHR enhancer; C = mIDH1 inhibitor; D = TRHR agonist; E = rTrxR1 inhibitor; F = D2 agonist; G = D2 antag; H = PI4K2A inh; I = TrxR1 substrate
1	CCCn1c(N2CCN(Cc3ccc(Cl)cc3)CC2)nc2ccccc21
  A: -20%; B: -3; C: 9%; D: -0.1; E: 2%; F: -0.2; G: 19; H: -5; I: 0%

2	CCOc1cccc(OCCOCCOc2ccccc2C(C)=O)c1
  A: -16%; B: 2; C: 2%; D: -0.3; E: -5%; F: nt; G: nt; H: 6; I: -5%

3	CNc1ncnc2c1ncn2[C@@H]1O[C@H](CO)[C@@H](O)[C@H]1O
  A: -28%; B: 8; C: 11%; D: 1.1; E: 22%[57.1 µM]; F: 1.4; G: 23; H: -1&-5; I: 12%[57.1 µM]

4	CN(C(=O)COC(=O)c1ccccc1NCCO)C1CCS(=O)(=O)C1 (stereo not given)
  A: -14%; B: 5; C: 3%; D: 0.3; E: ?; F: 0.4; G: -3; H: 1; I: 274%[activator]

5	CCn1nc(C)cc1C(=O)N1CCCC(N2CCN(Cc3ccc4c(c3)OCO4)CC2)C1 (stereo not given)
  A: -3%; B: 5; C: -11%; D: 0.5; E: 1%; F: 0.5; G: 5; H: -2; I: -3%

6	COc1ccc(-c2coc3cc(OC(C)=O)ccc3c2=S)cc1
  A: -15%; B: nt; C: 46µM*; D: nt; E: 7%[2.29 µM]; F: nt; G: nt; H: -5; I: 0%[2.29 µM]

7	Cc1cc(N2CCN(c3cccc(C(F)(F)F)c3)CC2)n2nc(C)nc2n1
  A: 3%; B: -3; C: 5%; D: -0.5; E: 9%[57.1 µM]; F: -0.1; G: -8; H: 11; I: 7%[57.1 µM]

8	COC(=O)[C@@H]1CCCN1C(=O)c1ccc(OC2CCN(Cc3ccccn3)CC2)cc1
  A: 0%; B: -7; C: -1%; D: 1.0; E: -7%; F: 0.4; G: 26; H: -8; I: -6%

9	C=CCN1CCN(c2ccncc2S(=O)(=O)N2CCOCC2)CC1
  A: -26%; B: 0; C: -3%; D: -0.6; E: 1%[57.1 µM]; F: 0.6; G: 8; H: -8; I: 8%

10	Cc1cc(S(=O)(=O)Nc2ccc(C(=O)NCC3(N(C)C)CCCCC3)cc2)ccc1F
  A: -11%; B: 1; C: 3%; D: 0.8; E: -13%; F: 0.8; G: -17; H: -4; I: -11%

11	C=CCc1ccc2oc(C(=O)OCC)cc(=O)c2c1O
  A: -11%; B: -5; C: -4%; D: -0.4; E: 4%[57.1 µM]; F: -1.9; G: 0; H: -2; I: 13%[57.1 µM]

12	CC(=O)N1CCN(C(=O)c2ccc(Cl)c(NC(=O)c3cccs3)c2)CC1
  A: -3%; B: -6; C: 6%; D: 0.0; E: 1%; F: -0.1; G: -8; H: -1; I: -4%

13	COc1ccc(/C=N/NC(=O)Nc2nonc2N)cc1
  A: 0%; B: 9; C: 2%; D: -0.6; E: 3%; F: nt; G: nt; H: 1; I: -2%

14	COc1ccc(C2c3ccsc3CCN2C(=O)C(C)(C)C)cc1 (stereo not given)
  A: -22%; B: 7; C: -11%; D: -0.9; E: 14%; F: -0.3; G: -3; H: 1; I: -4%

15	Nc1cccn2c(-c3ccc(Cl)c(Cl)c3)cnc12
  A: -8%; B: 4; C: 0%; D: 1.3; E: -8%[57.1 µM]; F: nt; G: nt; H: -2; I: -7%[57.1 µM]

16	Cc1ccc(C(=O)O/N=C/C2=C(Cl)c3ccccc3CC2)cc1
  A: -13%; B: 6; C: -3%; D: 0.3; E: 34%[activator][57.1 µM]; F: 1.3; G: 2; H: 2; I: 4%[57.1 µM]

17	CCC(=O)Nc1nnc(-c2cccs2)s1
  A: -25%; B: 14; C: 5%; D: 0.3; E: 11%[57.1 µM]; F: 0.1; G: -1; H: -4; I: 0%[57.1 µM]

18	O=C(O)CC1(CC(=O)N2CCOCC2)CCCC1
  A: -11%; B: -1; C: 4%; D: 0.9; E: -2%; F: 0.4; G: 4; H: 0; I: -6%

19	CCC(CC)CN1C(N(C)C)=NC[C@@H]1CC(C)C
  A: -6%; B: 0; C: 1%; D: 0.1; E: -19%; F: nt; G: nt; H: -2; I: -8%

20	CCN(CC)C(=O)c1ccc(-c2ccccc2)cc1
  A: -2%; B: 0; C: 7%; D: -0.9; E: -11%; F: 1.7; G: 19; H: -4; I: -12%

21	COc1cccc(C(c2c(O)nc(SC)n(C)c2=O)c2c(O)nc(SC)n(C)c2=O)c1
  A: -5%; B: 4; C: 2%; D: 0.3; E: ?; F: 0.5; G: 1; H: -1; I: -5%

22	CC(C)(C)c1ccc(-c2csc(NNC3=NCCCCC3)n2)cc1
  A: -15%; B: 55*; C: ?; D: 0.4; E: -8%; F: -0.5; G: 4; H: ?; I: -7%

23	COc1ccc(N2CC(C)Cn3c2nc2c3c(=O)n(CCN3CCOCC3)c(=O)n2C)cc1 (stereo not given)
  A: -13%; B: -13; C: 5%; D: 0.2; E: -10%; F: -0.1; G: 19; H: 8; I: -8%

24	COc1cc(Cl)c(C)cc1NC(=O)CCc1nc2cccnc2n1-c1ccccc1
  A: ?; B: 3; C: 3%; D: -1.4; E: -17%; F: -0.6; G: nt; H: 2; I: -15%

25	Cc1ccc(N2CC(C(=O)NCCCn3ccnc3)CC2=O)cc1 (stereo not given)
  A: -2%; B: 4; C: 0%; D: 0.5; E: 5%; F: -0.4; G: 0; H: 1; I: -7%

26	CC(C)(C)C(=O)/C(=C/c1ccc(Cl)cc1)n1cncn1
  A: -6%; B: -10; C: -1%; D: -0.8; E: ?; F: 0.4; G: -15; H: -3; I: -5%

27	CC(=O)Nc1ccc2cc3ccc(NC(C)=O)cc3nc2c1
  A: -20%; B: 3; C: 22%; D: 1.5; E: -10%; F: 0.1; G: 10; H: -14; I: 14%

28	COc1cc(Br)c(Br)cc1N
  A: -20%; B: 0; C: 5%; D: -0.7; E: 1%; F: nt; G: nt; H: 0; I: -6%

29	CCCc1cc(=O)[nH]c(SCC(N)=O)n1
  A: -5%; B: 2; C: 0%; D: -0.3; E: -12%; F: 0.0; G: 14; H: 7; I: -6%

30	O=C(Nc1nc2ccccc2s1)C1=NN(c2ccccc2)C(=O)CC1
  A: -10%; B: 4; C: 0%; D: 0.1; E: -27%; F: -0.5; G: 2; H: -2; I: -12%

31	O=C(NCCCn1ccnc1)C(=O)NCC1OCCN1S(=O)(=O)c1ccccc1 (stereo not given)
  A: -16%; B: 7; C: 2%; D: 0.5; E: 23%; F: 0.9; G: -9; H: -2; I: 4%

32	Cc1ccccc1CC1(CO)CCCN(Cc2ccc(C#CC(C)(C)O)cc2)C1 (stereo not given)
  A: -22%; B: -9; C: 6%; D: 0.4; E: 37%[activator]; F: -1.9; G: 28; H: 2; I: 8%

33	Cc1nc(-c2noc(-c3cccc(Cl)c3)n2)c(C(F)(F)F)o1
  A: -12%; B: -4; C: 4%; D: -0.4; E: 3%; F: nt; G: nt; H: -7; I: 2%

34	CC(C)(C)NC(=O)C(c1ccccn1)N(C(=O)c1ccc2c(c1)OCCO2)C1CCCC1 (stereo not given)
  A: -17%; B: 5; C: 3%; D: -0.1; E: -9%; F: 0.6; G: -13; H: -1; I: 1%

35	O=C(Oc1ccccc1)c1ccccc1C(=O)Oc1ccccc1
  A: ?; B: nt; C: 7%; D: nt; E: 19%; F: nt; G: nt; H: 4; I: -1%

36	Cc1ccc(NC(=O)Cn2nc(-c3ccncc3)ccc2=O)cc1Cl
  A: -16%; B: 6; C: -14%; D: 0.3; E: 14%[57.1 µM]; F: 0.3; G: nt; H: -4; I: -2%[57.1 µM]

37	NC(=O)COC(=O)c1c2c(nc3ccccc13)CCCCC2
  A: -11%; B: 49*; C: -5%; D: -0.1; E: -16%; F: nt; G: nt; H: -3; I: -16%

38	C/C(=N\NC(=O)CN(c1ccccc1Br)S(C)(=O)=O)c1cccs1
  A: ?; B: -5; C: 1%; D: 0.2; E: 11%[57.1 µM]; F: 1.4; G: 8; H: 0; I: 4%[57.1 µM]

Exported with one line to a screen: entries from further up.
(19) CCC(CC)CN1C(N(C)C)=NC[C@@H]1CC(C)C
(20) CCN(CC)C(=O)c1ccc(-c2ccccc2)cc1
(21) COc1cccc(C(c2c(O)nc(SC)n(C)c2=O)c2c(O)nc(SC)n(C)c2=O)c1

Assay by compound | 19 | 20 | 21
USP1 inh | -6% | -2% | -5%
TRHR enhancer | 0 | 0 | 4
mIDH1 inhibitor | 1% | 7% | 2%
TRHR agonist | 0.1 | -0.9 | 0.3
rTrxR1 inhibitor | -19% | -11% | ?
D2 agonist | nt | 1.7 | 0.5
D2 antag | nt | 19 | 1
PI4K2A inh | -2 | -4 | -1
TrxR1 substrate | -8% | -12% | -5%
